HEK293 NFkB inh = inhibitors of PMA/ionomycin-induced NF-kB reporter, primary screen, antigen receptor NF-kB inhibitor project, cell-based, HEK-293 luciferase reporter, luminescence; HEK-293 NF-kB luciferase reporter; inhibition, % at 3 µM; 0.21% of 62,000 active; AID 465, 2006;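 active = inhibition above the mean of all tested compounds plus 3 SD, cut at about 40% in these data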;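 note: 0% = stimulated DMSO wells and 100% = 10 µM reference inhibitor 5653914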
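Reagent: PMA plus ionomycin mix as NF-kB-activating stimulus. Assay system: NF-kB luciferase reporter HEK-293 cells. Technique: luminescence from luciferase substrate reagent. Incubation: 1 h compound pre-incubation, 16 h PMA/ionomycin at 37 °C. Benchmarks: DMSO only as uninhibited control, 10 µM reference inhibitor as full inhibition. Repeats: tested once.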
tolC growth inh = growth inhibitors of E. coli tolC mutant, primary screen, strain BW25113 ΔtolC::kan, 384-well. growth inhibition, % at 10 µM (by protocol). AID 573, 2007. 2.2% of 65,000 active. OD615;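 active = growth inhibition at or above a cutoff equal to the mean over every tested compound plus 3 SD, cut at about 60% in these data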;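 note: growth measured after 20 h incubation at 37 °C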
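Doses: one dose of 10 µM final / Material: E. coli BW25113 ΔtolC::kan, tolC deletion mutant strain / Buffer or medium: LB with kanamycin 50 µg/mL / Evaluation: percent growth inhibition / Detection: optical density read at 615 nm / Incubation: 37 °C, 20 h exposure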
MMP-13 inhibitor = human MMP13 inhibitors, primary screen, biochemical, FRET peptide cleavage; MMP-13 fTHP FRET cleavage, Mca fluorescence; 0.07% of 65,000 active; Collagenase 3 (Homo sapiens), P45452; inhibition, % at 4 µM;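 active = inhibition above the mean of compound-free control plate wells plus 3 SD, cut at about 14% in these data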;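 note: 0% = DMSO wells and 100% = wells with reference MMP-13 inhibitor after basal subtraction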
PKA inh = inhibitors of human PKA kinase activity, primary screen, biochemical, ATP-depletion luminescence, Kemptide substrate | cAMP-dependent protein kinase catalytic subunit alpha (Homo sapiens), P17612 | PKA Kemptide phosphorylation, Kinase-Glo ATP luminescence | 0.1% of 65,000 active | inhibition, % at 6 µM | AID 524, 2006;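 active = inhibition above the screen-wide mean inhibition plus 3 SD, cut at about 21% in these data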; note: many of its hits are not listed in these tables
NADH coupling = inhibitors of PK/LDH coupling enzymes, profiling panel, artefact control, biochemical, MLSMR library; coupled PK/LDH NADH assays, four targets; IC50, µM (series often up to 10 µM), for the others: at the highest dose inhibition; 0.02% of 65,000 active;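 active = single-dose screening hits from any of four coupled enzyme assays that gave an IC50 when retested across doses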;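 note: the DPM-DC format reads NADH fluorescence rather than 340 nm absorbance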
ROCK2 blocker = inhibitors of human ROCK2 kinase, primary screen, biochemical, high-throughput, luminescence. purified ROCK2, Kinase-Glo ATP depletion luminescence. Rho-associated protein kinase 2 (Homo sapiens), O75116. inhibition, % at 6 µM. 0.35% of 60,000 active. AID 604, 2007;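 active = inhibition above the screen-wide mean inhibition plus 3 SD, cut at about 18% in these data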;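 note: plate controls were DMSO wells for no effect and Y-27632 control wells after no-enzyme background subtraction for full effect; many of its hits are not listed in these tables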
Abs 340nm = compound light absorbance at 340 nm, profiling panel, artefact control, biochemical, MLSMR library, data from PS, PMK, MK assays. 65,000 tested, under 10 active. compound absorbance at 340 nm, fold over control. AID 708, 2007. fold change at 10 µM;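 active = at 10 µM dose, initial 340 nm absorbance at least 2 fold that of control wells; inactive = change under 2 fold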;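 note: initial absorbance extrapolated from kinetic A340 decline of NADH oxidation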
Autofluor 339 = intrinsic fluorescence of library compounds, ex339/em460 – biochemical, MLSMR library, data from DPM-DC assay, artefact control, profiling panel; fluorescence fold increase at 10 µM; compound autofluorescence, ex339/em460 nm, NADH buffer; stronger effect = higher value; 1 = no-compound wells, NADH background; AID 709, 2007; 5.5% of 65,000 active;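 active = at 10 µM, mean starting fluorescence two-fold or more over control wells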;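 note: signal is the first read of a kinetic run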
JNK3 blocker = JNK3 kinase activity inhibitors, primary screen, biochemical, human, purified enzyme | Mitogen-activated protein kinase 10 (Homo sapiens), P53779 | HTS | inhibition, % at 8 µM | 0.61% of 60,000 active; in the data active = inhibition above about 17%;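 note: 0% = DMSO and 100% = reference inhibitor; many of its hits are not listed in these tables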
Target sequence (P53779 whole entry, looked up): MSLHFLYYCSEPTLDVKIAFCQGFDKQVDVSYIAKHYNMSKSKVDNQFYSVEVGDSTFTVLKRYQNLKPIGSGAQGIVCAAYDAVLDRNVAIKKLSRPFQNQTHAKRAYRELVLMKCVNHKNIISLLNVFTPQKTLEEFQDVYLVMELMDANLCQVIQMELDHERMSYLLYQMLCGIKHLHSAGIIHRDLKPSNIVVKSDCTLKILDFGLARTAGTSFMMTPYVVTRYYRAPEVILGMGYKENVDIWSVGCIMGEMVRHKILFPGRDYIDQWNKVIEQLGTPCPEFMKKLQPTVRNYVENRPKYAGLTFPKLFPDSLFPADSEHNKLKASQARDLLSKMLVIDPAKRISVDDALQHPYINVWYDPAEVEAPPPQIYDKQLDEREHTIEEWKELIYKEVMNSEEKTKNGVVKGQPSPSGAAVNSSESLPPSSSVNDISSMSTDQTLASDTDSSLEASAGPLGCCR
* hit, by the source's call; i = inactive; . = no result given; [ ] = dose if it differs, or a comment.

SMILES | HEK293 NFkB inh | tolC growth inh | MMP-13 inhibitor | PKA inh | NADH coupling | ROCK2 blocker | Abs 340nm | Autofluor 339 | JNK3 blocker
COC(=O)c1ccc(C(=O)OC)c(NC(=O)CN2CCN(c3ccccc3OC)CC2)c1 | 6 | 15 | 4 | 2 | 2% | -1 | 1 | 1.1 | -2
O=C(CCn1c(=O)oc2ccccc21)NCc1ccc2c(c1)OCO2 | 6 | -8 | 2 | -9 | 4% | 1 | 1 | 1.1 | -6
Nc1c(C(=O)NCc2ccco2)sc2nc(N3CCOCC3)c3c(c12)CCCC3 | . | 2 | -242[fluorescence artefact?] | -2 | 2%[fluoresces] | 4 | 1.1 | 2.4* | -3
CC1(C)CNC(=O)c2sc(N3CCOCC3)nc2C1 | . | 4 | 2 | -4 | 2% | 1 | 1 | 1 | -2
O=C1c2ccccc2-c2nc3ncnn3c(-c3ccccc3)c21 | 19 | 7 | 2 | 11 | 3% | 2 | 1 | 1 | -4
N[C@@H](Cc1ccccc1)c1nnc(SCc2ccccc2Cl)o1 | 21 | 19 | 2 | 0 | 11% | -2 | 1 | 0.75 | 11
c1ccc(-n2ncc3c(NCc4cccnc4)ncnc32)cc1 | -5 | -16 | -18 | -1 | 5% | 5 | 1 | 1.2 | -5
O=C(N1CCCC1)n1c(Cc2ccccc2)nc2ccccc21 | 2 | -6 | -2 | 2 | 1% | 1 | 1 | 1.1 | 7
Cc1ccc(C)c(N(CC(=O)N(C)C)S(C)(=O)=O)c1 | -2 | -16 | 5 | 10 | 2% | 10 | 1 | 1.1 | 3
COC(=O)CN1C(=O)C2(C(C#N)=C(N)Oc3c2c(C)nn3-c2ccccc2)c2ccccc21 (stereo unspecified) | 12 | 6 | -6 | -7 | 3% | -1 | 0.99 | 1 | 2
Cc1nn2c(-c3ccncc3)nnc2c2ccccc12 | -9 | 42 | 2 | 17 | 2% | 3 | 1 | 1.1 | -7
Cc1cc(C(=O)N2CCN(S(C)(=O)=O)CC2)sc1-c1ccccc1 | 15 | -16 | -2 | 0 | 0% | -4 | 1 | 1.1 | -4
COc1ccc(N2CCN(C(=O)CN3C(=O)C4CC=CCC4C3=O)CC2)cc1 (stereo unspecified) | 20 | -15 | 4 | 8 | 2% | 6 | 1 | 1 | 1
Cc1csc(SC(C)C(=O)Nc2ccc(S(=O)(=O)N3CCCC3)cc2)n1 (stereo unspecified) | 13 | 15 | -3 | 8 | 8% | 3 | 1 | 1.1 | 2
CCOc1ccccc1OCCCC(=O)Nc1ccc(OC)nc1 | 13 | -3 | 2 | 4 | 6% | -1 | 0.99 | 0.98 | -2

Two consecutive records out of the list so far, quoted:
SMILES | HEK293 NFkB inh | tolC growth inh | MMP-13 inhibitor | PKA inh | NADH coupling | ROCK2 blocker | Abs 340nm | Autofluor 339 | JNK3 blocker
COC(=O)c1ccc(C(=O)OC)c(NC(=O)CN2CCN(c3ccccc3OC)CC2)c1 | 6 | 15 | 4 | 2 | 2% | -1 | 1 | 1.1 | -2
O=C(CCn1c(=O)oc2ccccc21)NCc1ccc2c(c1)OCO2 | 6 | -8 | 2 | -9 | 4% | 1 | 1 | 1.1 | -6

Entries above with two or more sulfur atoms (2):
SMILES | HEK293 NFkB inh | tolC growth inh | MMP-13 inhibitor | PKA inh | NADH coupling | ROCK2 blocker | Abs 340nm | Autofluor 339 | JNK3 blocker
Cc1cc(C(=O)N2CCN(S(C)(=O)=O)CC2)sc1-c1ccccc1 | 15 | -16 | -2 | 0 | 0% | -4 | 1 | 1.1 | -4
Cc1csc(SC(C)C(=O)Nc2ccc(S(=O)(=O)N3CCCC3)cc2)n1 (stereo unspecified) | 13 | 15 | -3 | 8 | 8% | 3 | 1 | 1.1 | 2

(more compounds)
SMILES | HEK293 NFkB inh | tolC growth inh | MMP-13 inhibitor | PKA inh | NADH coupling | ROCK2 blocker | Abs 340nm | Autofluor 339 | JNK3 blocker
CC1CCCC(N2C(=O)NC(NC(=O)c3ccco3)(C(F)(F)F)C2=O)C1C (stereo unspecified) | 21 | 29 | 2 | 10 | 8% | 3 | 1 | 1 | 0
CCOC(=O)C1=C(C)OC(N)=C(C(=O)OCC)C1c1ccncc1 (stereo unspecified) | 0 | 7 | 0 | 6 | 4% | 1 | 1.1 | 1.1 | 9
COC(=O)C1=C(C)N(C)C(=O)NC1c1ccc(C)cc1 (stereo unspecified) | 7 | -2 | -10 | -3 | 0% | 2 | 1.1 | 1.1 | 7
Cc1c(Cc2ccccc2)c(=O)oc2c(CN(C)C)c(O)c(Cl)cc12 | 10 | 2 | i[fluorescence artefact?] | 15 | 2%[fluoresces] | 9 | 1.2 | 3.8* | -5
Clc1ccccc1OCCn1cnc2ccccc21 | -3 | 33 | 2 | 4 | 1% | 3 | 1 | 1.1 | 0
COc1cccc(Cn2c(Oc3cccc(C)c3)nc3c2c(=O)n(C)c(=O)n3C)c1 | 5 | 84* | 1 | 8 | 3% | 3 | 1 | 1.1 | -5
O=C(COc1ccccc1Cl)N1CCN(c2ccc(F)cc2)CC1 | 12 | 9 | 2 | -2 | 5% | -2 | 1 | 1.1 | -3
Cc1cc(C)c(NC(=O)CS(=O)CC(=O)NCC2CCCO2)c(C)c1 (stereo unspecified) | 13 | -12 | 4 | 7 | 4% | 3 | 1 | 1.1 | -4
COc1ccccc1NC(=O)N(Cc1ccco1)Cc1cc2cccc(C)c2[nH]c1=O | 11 | 23 | 4 | -12 | 1% | -1 | 0.99 | 1.1 | -1
Cc1cccc(NC2=NC3(CCCCC3)N=C(N)N2)c1C | 12 | 5 | 0 | -2 | 3% | -1 | 1 | 1.1 | -4
COc1ccccc1Nc1nc(N)nc(CN2CCC(Cc3ccccc3)CC2)n1 | 5 | 24 | 0 | 7 | 8% | 4 | 1 | 1.1 | -2
O=C1c2ccccc2C(Nc2ccc(Cl)cn2)N1c1ccccn1 (stereo unspecified) | 17 | 11 | 5 | 4 | 4% | 6 | 1 | 1.1 | -7
COCCCn1c(SCC(=O)n2c(C)c(C)c3ccccc32)nnc1-c1ccoc1C | 18 | 1 | 2 | 11 | 8% | 3 | 1 | 1.1 | -8
CCOc1ccccc1NC(=O)CSc1nnc2c(CC)c(C)nc(N)n12 | 22 | -12 | 2 | -2 | 2% | -2 | 0.98 | 1 | 2
COc1cccc(NC(=O)c2oc3ccccc3c2NC(=O)C(C)(C)C)c1 | 11 | 18 | -1 | 6 | 4% | 7 | 1.1 | 1.8 | 1
CN(Cc1ccccc1)C(=O)CN(C1CCCCC1)S(C)(=O)=O | -2 | 4 | 1 | 10 | 4% | 5 | 1 | 1.1 | 6
ONC(=Nc1ccccc1)C(=Nc1ccccc1)NO | . | 7 | 1 | -1 | 3% | -9 | 1 | 1.1 | -6
CCNC(=O)c1ccc2c(c1)S(=O)(=O)c1ccccc1C2=O | 18 | 0 | -9 | 7 | 6% | 1 | 1 | 1.1 | 2
CC(C)CNc1cc(Cl)c(S(=O)(=O)NCC(C)C)cc1C(=O)O | 9 | 8 | 2 | 8 | 3% | 2 | 1.1 | 1.1 | 7
Cn1c(=O)c2cc(S(=O)(=O)NCCC(=O)NC3CCCCCCC3)ccc2n(C)c1=O | 15 | -2 | -7 | -3 | 5% | 2 | 1 | 1.2 | -3
Cc1ccc(-c2nc(CS(=O)CC(=O)NCCN3CCOCC3)c(C)o2)cc1 (stereo unspecified) | 24 | -10 | 0 | -4 | 3% | 1 | 1 | 1.1 | -4
Cc1ccc(NC(=O)CCn2cccc2)cc1Cl | -9 | 14 | 6 | -1 | 2% | 0 | 1 | 1 | 0
O=C(Nc1cnn(Cc2ccc(F)cc2)c1)c1cnccn1 | 3 | -10 | -2 | -1 | 3% | -5 | 1 | 0.99 | -6
CCOc1cc(S(=O)(=O)NCc2cccs2)ccc1Cl | 15 | 0 | -1 | -6 | 3% | 0 | 1.1 | 1.1 | -6
O=C(c1c(Cl)cccc1Cl)N1CCN(c2ccccn2)CC1 | 12 | 0 | 1 | 6 | 2% | -2 | 1 | 1 | -11
COC(=O)C1(CCSC)NC(c2ccc(O)cc2)C2C(=O)N(c3ccc4c(c3)OCCO4)C(=O)C21 (stereo unspecified) | 18 | -9 | -1 | 10 | 7% | 2 | 0.98 | 1.1 | -1
COc1ccc(NC(=O)Cn2c(C)cc(=O)c3cccc(OC)c32)cc1 | 0 | -11 | -1 | 6 | 7% | 7 | 1 | 1.1 | -1
COc1cccc(C(=O)N2CCN(c3ncccn3)CC2)c1 | 11 | -11 | -4 | 6 | 5% | 5 | 1 | 1.3 | 0
CCC(CO)n1cnnc1-c1ccncc1 (stereo unspecified) | 12 | -6 | 4 | 11 | 7% | 10 | 0.94 | 1.1 | 2
CCCN(CCC(=O)Nc1ccccc1F)CC1CC1 | 4 | -6 | 1 | 9 | 10% | 5 | 1 | 1.1 | 3
Cc1n[nH]c(C)c1S(=O)(=O)N1CCCC(C(=O)Nc2ccc3c(c2)OCCO3)C1 (stereo unspecified) | 0 | -25 | -2 | 6 | 6% | 3 | 0.98 | 1.1 | 3
CC1(c2ccccc2Cl)NC(=O)N(CC(=O)NC(=O)NCc2ccco2)C1=O (stereo unspecified) | -3 | -4 | 0 | 8 | 4% | 6 | 1 | 1.1 | -3
COc1cccc(CNC(=O)CCS(=O)(=O)c2cccc3nsnc23)c1 | 18 | -12 | 0 | 8 | 3% | . | 1 | 1 | .
Cc1c(C(Nc2ccccn2)c2ccccc2)c(=O)n(-c2ccccc2)n1C (stereo unspecified) | . | 13 | -6 | 7 | 4% | 8 | 1 | 1 | -6
Cc1nc2sc(C(c3cccc(F)c3)N3CCOCC3)c(O)n2n1 (stereo unspecified) | 15 | -16 | 2 | 13 | 2% | 4 | 0.99 | 1 | -8
Cn1c(CN2CCOCC2)nnc1SCC(=O)Nc1nccs1 | 4 | -23 | 5 | 9 | 7% | 1 | 1 | 1.1 | -5
COCCn1nnnc1C(c1ccccn1)N1CCN(c2cc(C)ccc2C)CC1 (stereo unspecified) | -1 | 2 | -7 | 1 | 5% | 2 | 1 | 1.1 | 2
CCOc1ccc(NC(=O)C2CC(C)=C(C)CC2C(=O)O)cc1 (stereo unspecified) | . | 0 | . | . | 1% | . | 1.1 | 1.1 | .
O=C(COC(=O)c1ccco1)Nc1ccc2c(c1)OCO2 | 9 | -4 | 4 | 12 | 5% | 5 | 0.98 | 1.1 | 1
O=C(NCCCN1CCN(C2CCCCC2)CC1)Nc1ccccc1C(F)(F)F | 8 | -4 | -2 | -1 | 5% | -5 | 1 | 1.1 | 3
O=C(CN1CCOCC1)Nc1ccc(Oc2ccc(NC(=O)CN3CCOCC3)cc2)cc1 | 8 | -8 | 2 | 9 | 5% | 6 | 1 | 1.1 | 1
CCOc1ccc2[nH]c(C)cc(=O)c2c1 | -13 | -5 | -23 | 7 | 6%[fluoresces] | 5 | 1 | 1.6 | 3
Cc1cc(C)n2ncc(C(=O)Nc3ccc4c(c3)OCO4)c2n1 | 7 | 3 | -3 | 0 | 1% | 3 | 1.1 | 1.1 | 1

Not all compounds are listed. The share of hits here may be higher or lower than overall.
